Screens as filed in PubChem.
Integrin act MD: activates integrin-mediated alleviation for muscular dystrophy; 350,000 tested, 0.064% active; alpha7betagal myoblasts, beta-gal FDG fluorescence, 48 h; Potency, µM (doses to about 38.3 µM), for inactives: top-dose activation, usual class: activators;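 further: potency means the concentration at half of the fitted maximal effect; 100% = response of the positive control SU9516; nearly all actives have a fitted effect of over 60% in size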
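Alpha7betagal+/- myoblasts (passage 13) were plated 16-24 hr, then exposed to compounds (1:260 dilution of DMSO stock) for 48 hours at 37C. After MPER lysis, β-galactosidase reporter activity was read as FDG fluorescence (ex 480/em 540) after 30 minutes.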
PTAP TSG101 blk: blocks PTAP/TSG101 interaction to inhibit HIV-1 budding; Potency, µM (series often up to 115 µM), inactives show at the top dose activity change, negative = inhibition, actives largely listed as inhibitors; Q99816; Fluorescence polarization, FITC-PTAP peptide / Tsg101 binding; 340,000 tested, under 10 active; active means well fitted inhibition curve with a large enough effect in the main read-out, with a control signal flat, not every such curve was filed as active; inconclusive means small, poorly fitted or top-dose-only effect, or effect the other way, or a change in a side signal; inactive means no such curve, though single readings can be large or run the other way; further: potency means the concentration at half of the fitted maximal effect; % of control where 0% means no effect
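Compounds were pin-transferred onto Tsg101 binding domain (10 uM final) in HEPES pH 7.5 buffer, then FITC-PTAP peptide was added at 50 nM final. After 20 min at RT, polarization reported peptide displacement across a qHTS concentration series.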
TCR act: activates T cell receptor signaling; Potency, µM (top dose mostly 9.22 µM), without a hit: top-dose activation of IL-2 secretion, usual class: activators; 330,000 tested, under 10 active; primary human leukocytes, anti-CD3, IL-2 HTRF, 48 h; further: % of control where 0% means no effect
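Primary human leukocytes incubated 48 hr with anti-CD3 beads plus compound, without co-stimulation. Secreted IL-2 measured by HTRF (europium cryptate/d2 anti-IL-2 pair, 320 nm excitation, 665 nm emission).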
Tb PFK block: T. brucei PFK enzyme inhibition. O15648. T. brucei PFK, ADP-Glo luminescence. Potency, µM (doses to about 57.5 µM), inactives show at the top dose activity, negative = inhibition, usual class: inhibitors. 330,000 tested, 0.17% active. AID 485367;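 further: potency means the concentration at half of the fitted maximal effect; 0% = uninhibited 1x PFK enzyme wells and -100% = no-enzyme wells; nearly all actives have a fitted effect of over 60% in size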
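Activity is normalized to no-enzyme wells (full inhibition) and 1.25 nM enzyme wells (no inhibition). Reaction: 0.5 mM F6P, 0.1 mM ATP, 45 min RT, ADP-Glo luminescence; concentration-response curves fitted and classed by quality.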
ELG1 repair inh: inhibitors of ELG1-dependent DNA repair in HEK293T cells; 330,000 tested, 2.3% active; HEK293T ELG1-luciferase reporter, luminescence, 16 h; DNA damage induced by 5-fluorouridine; AID 504467; Potency, µM (titrated, usually from 46.1 µM), without a hit: at the highest dose activity change, negative = inhibition, usual class: inhibitors; further: potency means the concentration at half of the fitted maximal effect; on the % scale 0 is the no-effect control and ±100 the full control effect; nearly all actives have a fitted effect of over 55% in size
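Quantitative HTS, concentration-response format. 2,000 cells/well co-treated with 5-fluorouridine and compound, 16 hr in 5% CO2 at 37 °C; ONE-Glo luminescence read after 30 min.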
BCR signal inh: chronic active BCR signaling inhibition. ABC-DLBCL IkBa-CBG/CBR reporter, luminescence ratio, 4 h. Potency, µM (highest dose often 46.1 µM), for inactives: at the highest dose ratio change, negative = lower green/red ratio, usual class: inhibitors. 340,000 tested, 0.05% active. AID 493014; active means well fitted inhibition curve with a large enough effect in the signal ratio, with a control signal flat, not every such curve was filed as active; inconclusive means small, poorly fitted or top-dose-only effect, or effect the other way, or a change in a side signal; the % refers to the signal ratio;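 further: potency means the concentration at half of the fitted maximal effect; plate controls were basal doxycycline-induced cells for no effect and cells given 10 µM MG132 for full effect; MG132 reads +100%, hits lower the ratio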
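Compounds up to 46 uM were incubated four hours with TMD8 cells whose green CBG68 luciferase is fused to IkappaBalpha; red CBR luminescence normalised the signal, and concentration-effect curves were fitted to fusion, red and ratio data.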
Mito fusion act: blocks mitochondrial division or promotes mitochondrial fusion; S. cerevisiae fusion-defective mutant growth rescue, CellTiterGlo 48 h; Potency, µM (series often up to 46.1 µM), without a hit: top-dose growth rescue (activation), hits mostly activators; 320,000 tested, 0.23% active;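 further: potency means the concentration at half of the fitted maximal effect; % of control where 0% means no effect; nearly all actives have a fitted effect of over 45% in size; temperature-sensitive fusion mutants such as fzo1-1 at 37 °C on non-fermentable ethanol glycerol medium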
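Yeast fusion mutant, YPEG (non-fermentable carbon), compound, 48 h at 37C non-permissive; CellTiterGlo added, 10 min RT, luminescence read. Rescued growth = division inhibition.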
S-ASM inh: human S-ASM enzyme inhibition. 340,000 tested, 0.006% active. placental ASM, HMU-PC fluorogenic substrate, 60 min. P17405. Potency, µM (top dose mostly 57.5 µM), for inactives: top-dose activity change, negative = inhibition, actives largely listed as inhibitors; further: potency means the concentration at half of the fitted maximal effect
Target sequence (P17405 47-631 limits assumed): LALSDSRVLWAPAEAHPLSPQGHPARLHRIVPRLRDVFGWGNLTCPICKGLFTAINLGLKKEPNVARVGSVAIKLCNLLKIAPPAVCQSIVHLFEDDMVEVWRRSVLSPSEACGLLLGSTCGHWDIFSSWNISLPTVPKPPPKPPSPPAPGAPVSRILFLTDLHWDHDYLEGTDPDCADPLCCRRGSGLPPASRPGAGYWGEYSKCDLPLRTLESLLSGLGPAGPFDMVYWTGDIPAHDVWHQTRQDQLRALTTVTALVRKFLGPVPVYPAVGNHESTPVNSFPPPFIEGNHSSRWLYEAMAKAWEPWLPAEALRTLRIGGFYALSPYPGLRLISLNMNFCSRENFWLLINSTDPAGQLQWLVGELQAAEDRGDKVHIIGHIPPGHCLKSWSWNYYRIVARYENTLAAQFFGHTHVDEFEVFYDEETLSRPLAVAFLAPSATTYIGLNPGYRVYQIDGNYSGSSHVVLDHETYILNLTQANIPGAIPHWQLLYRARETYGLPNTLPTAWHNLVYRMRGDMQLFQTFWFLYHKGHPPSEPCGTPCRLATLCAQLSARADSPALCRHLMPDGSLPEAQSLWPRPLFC
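Fluorogenic HMU-PC substrate (9 uM final) is turned over by placental ASM in 60 min at 37 C after a 10 min compound preincubation. Reaction ended by alkaline stop (pH 10), with fluorescence read at 386/447 nm.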
Eya2 phos inh: blocks the phosphatase activity of human Eya2; 330,000 tested, 0.006% active; AID 488837; recombinant Eya2, OMFP fluorescence dephosphorylation (OMFP is methylfluorescein phosphate); Potency, µM (series often up to 76.9 µM), without a hit: at the top dose activity, negative = inhibition, actives largely listed as inhibitors; further: potency means the concentration at half of the fitted maximal effect; on the % scale 0 is the no-effect control and ±100 the full control effect
Target sequence (O00167 whole entry, looked up): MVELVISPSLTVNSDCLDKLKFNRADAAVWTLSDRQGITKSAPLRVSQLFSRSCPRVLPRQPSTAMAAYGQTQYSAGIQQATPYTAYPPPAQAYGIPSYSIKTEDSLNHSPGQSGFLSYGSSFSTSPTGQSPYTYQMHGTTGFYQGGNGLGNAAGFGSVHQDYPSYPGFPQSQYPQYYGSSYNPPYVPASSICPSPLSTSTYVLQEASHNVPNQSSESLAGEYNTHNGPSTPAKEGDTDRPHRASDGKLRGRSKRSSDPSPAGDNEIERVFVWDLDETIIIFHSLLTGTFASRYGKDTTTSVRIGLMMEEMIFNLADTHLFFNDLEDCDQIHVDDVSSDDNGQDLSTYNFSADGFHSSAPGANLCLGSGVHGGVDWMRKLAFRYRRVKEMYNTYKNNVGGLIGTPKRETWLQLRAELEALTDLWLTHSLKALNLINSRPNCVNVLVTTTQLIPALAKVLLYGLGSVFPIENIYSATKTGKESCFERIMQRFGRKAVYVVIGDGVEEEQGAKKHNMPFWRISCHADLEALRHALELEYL
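Eya2 protein (added as 0.2 uM solution) was preincubated with compound for 10 min at ambient temperature in 50 mM HEPES pH 7.5, 50 mM NaCl, 5 uM MgCl2, 0.05% BSA, 1 mM DTT. OMFP (added at 50 uM) then reacted 10 min; fluorescence read at 485/525 nm.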
TSHR antagonist: blocks TSH signaling through the human TSH receptor; P16473; TSHR-expressing cells, TSH-stimulated cAMP HTRF, 2 h; active compounds read low; activity change, negative = inhibition, % at 11.5 µM; 330,000 tested, 0.2% active; AID 504810;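 active means activity change below a set negative limit, meaning inhibition stronger than a set level, cut at about -70% in these data; inconclusive means activity change between two set negative limits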; further: on the % scale 0 is the no-effect control and ±100 the full control effect
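TSHR-expressing cells were treated with compounds, then stimulated with TSH at EC80 (4nM final) for 2 hours at 37 deg C. Cellular cAMP was measured by HTRF competition between lysate cAMP and cAMP-d2 for a cryptate-labelled anti-cAMP antibody.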
A-T KAP1 phos: potential ataxia-telangiectasia treatments restoring KAP-1 phosphorylation. […] A-T fibroblasts, KAP-1 phosphorylation AlphaLISA; neocarzinostatin DNA damage 30 min before lysis. Potency, µM (titrated, usually from 57.5 µM), inactives show top-dose activation, actives largely listed as activators. 320,000 tested, 0.19% active. AID 485349; further: potency means the concentration at half of the fitted maximal effect; % of control where 0% means no effect; nearly all actives have a fitted effect of over 45% in size
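hTERT-immortalized A-T patient fibroblasts ([…]), 500 cells/well in OPTI-MEM, 1% FBS, got compounds for 60 min, then NCS for 30 min at 37C. Lysates were then assayed for phospho-KAP-1 by AlphaLISA (anti-pKAP1 donor, anti-KAP1 acceptor beads), 6 hr at 25C.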
* = called active by the depositor; i = inactive; ? = inconclusive; / = no result given; [ ] = dose if it differs, or a comment. Unless noted, the call rests on the fitted dose curve; in most records, active means well fitted curve in the direction sought with a large enough effect; inconclusive means small, poorly fitted or top-dose-only effect, or another doubt; inactive means no such curve, though single readings can be large; an effect the other way counts as inactive or inconclusive.

cpd | smiles | Integrin act MD | PTAP TSG101 blk | TCR act | Tb PFK block | ELG1 repair inh | BCR signal inh | Mito fusion act | S-ASM inh | Eya2 phos inh | TSHR antagonist | A-T KAP1 phos
1 | COc1ccc(N(C(=O)Cn2nnc3ccccc32)C(C(=O)NCc2ccco2)c2ccncc2)cc1 (configuration not stated) | -20% | -8% | -12% | -7% | 0% | -1% | 0% | -4% | -6% | -3 | 10%
2 | Cc1c(CC(=O)O)c(=O)oc2c(C)c(OCc3nn[nH]n3)ccc12 | 5% | 0% | -2% | 16% | 3% | 0% | -4% | 35% | 0% | 3 | -2%
3 | Cn1c(CN2CCN(C(=O)c3ccccc3Cl)CC2)nc2cc([N+](=O)[O-])ccc21 | 18% | -4% | 0%[46.1 µM] | -9% | ? | -5% | -8% | -1% | 5% | -10 | 4%
4 | CCOC(=O)CSc1n[nH]c(NC(=O)c2cccc(C)c2)n1 | -16%[7.66 µM] | -2% | 1% | -1% | -1% | ? | 2% | 3% | 3% | -6 | -2%
5 | COc1ccccc1NC(=O)Nc1ccncc1 | 2% | -3% | 3% | 3% | -5% | -22% | -9% | -2% | 16% | 1 | -1%
6 | C=CCNC(=O)COC(=O)CCC(=O)c1cccs1 | 4% | -3% | 2% | -13% | -1% | ? | 7% | 6% | -26% | 16 | -7%
7 | COc1ccc([C@H]2Cc3cc(O)cc(O)c3C(=O)O2)cc1O | 18% | -2% | 0% | 10% | ? | -2% | / | 2% | 3% | -14 | -3%
8 | CCCC(=O)Nc1c2c(nc3ccccc13)N(c1ccccc1)CC2 | -22% | -3% | -2% | -1% | -18% | 2% | -8% | i | 5% | 12 | 10%
9 | CCCNC(=O)c1ccccc1NC(=O)CN(c1ccccc1)S(=O)(=O)N(C)C | 22% | 0% | 0% | -4% | 2% | ? | 1% | -1% | 0% | -3 | 4%
10 | Cc1sc(NC(=O)c2cc3ccccc3oc2=O)c(C(=O)OC(C)C)c1-c1ccccc1 | -3% | -6% | -7% | -1% | 6% | ? | ? | 0% | 19% | 14 | 4%
11 | COc1ccc(C(=O)C(CN2CCOCC2)c2ccccc2)cc1 (configuration not stated) | -51%[inhibitor] | 0% | 3% | -6% | ? | -24% | -9% | -3% | 0% | -8 | /
12 | CN(CC(=O)Nc1ccc(N2CCOCC2)cc1)C(=O)c1cc2c(s1)CCCC2 | ? | -1% | -1% | -4% | 20% | ? | -1% | -1% | 24% | -1 | -2%
13 | Cc1cc(C(C)(C)C)cc(S(=O)(=O)NCCO)c1C | 32% | -5% | 0% | -2% | -6% | 0% | 1% | 8% | -20% | -4 | 5%
14 | C=CCn1c(-c2ccc(OC)cc2)csc1=Nc1c(C)n(C)n(-c2ccccc2)c1=O | 4% | 1% | 10% | 2% | 21µM* | ? | 9% | -1% | -21% | -14 | /
15 | Oc1ccc(Br)cc1C=Nc1ccc2[nH]ncc2c1 | 3% | 0% | 1%[46.1 µM] | 1% | ? | 7% | 0% | -1% | -14% | -5 | 2%
16 | Cc1ccc(N=c2ssnc2Cl)cc1 | -69%[inhibitor] | 0% | 7% | -16% | ? | 1% | 1% | -1% | 8% | -8 | -6%

Rewritten with values under each structure: 4 of the compounds above.
The line under a structure holds: Integrin act MD	PTAP TSG101 blk	TCR act	Tb PFK block	ELG1 repair inh	BCR signal inh	Mito fusion act	S-ASM inh	Eya2 phos inh	TSHR antagonist	A-T KAP1 phos
15) Oc1ccc(Br)cc1C=Nc1ccc2[nH]ncc2c1
  3%	0%	1%[46.1 µM]	1%	?	7%	0%	-1%	-14%	-5	2%
11) COc1ccc(C(=O)C(CN2CCOCC2)c2ccccc2)cc1 (configuration not stated)
  -51%[inhibitor]	0%	3%	-6%	?	-24%	-9%	-3%	0%	-8	/
10) Cc1sc(NC(=O)c2cc3ccccc3oc2=O)c(C(=O)OC(C)C)c1-c1ccccc1
  -3%	-6%	-7%	-1%	6%	?	?	0%	19%	14	4%
12) CN(CC(=O)Nc1ccc(N2CCOCC2)cc1)C(=O)c1cc2c(s1)CCCC2
  ?	-1%	-1%	-4%	20%	?	-1%	-1%	24%	-1	-2%

Next part
cpd | smiles | Integrin act MD | PTAP TSG101 blk | TCR act | Tb PFK block | ELG1 repair inh | BCR signal inh | Mito fusion act | S-ASM inh | Eya2 phos inh | TSHR antagonist | A-T KAP1 phos
17 | OC(CN1CCN(C(c2ccccc2)c2ccccc2)CC1)c1ccc(Br)cc1 (configuration not stated) | 1% | 0% | 2% | 1% | ? | 0% | -12% | 1% | -24% | -2 | -4%
18 | Cc1ccc(OCC(=O)N/N=C\c2c(C)[nH]n(-c3ccccc3)c2=O)c([N+](=O)[O-])c1 | 1% | -8% | 0%[46.1 µM] | 0% | ? | -11% | -2% | -1% | -18% | -3 | -2%
19 | O=c1c2ccccc2ncn1-c1ccccc1[N+](=O)[O-] | -9% | -9% | -9% | 1% | 4% | -14% | 4% | -1% | -4% | -11 | -11%
20 | Cc1cccc(C)c1NC(=O)c1sccc1SCC#N | -19% | -2% | -4% | -4% | 3% | 1% | 4% | 1% | 13% | -5 | 4%
21 | O=C1c2ccccc2NC2(CCCC2)N1N=C1CCCC1 | 15% | -1% | -1% | -2% | 2% | ? | -2% | 122%[activator] | -11% | -2 | 3%
22 | CCCn1c(SCC(=O)NC(=O)Nc2ccc(C)cc2C)n[nH]c1=O | 9% | -3% | -1% | -1% | -1% | 0% | 1% | 3% | -1% | 1 | 0%
23 | CN(C)C(C)(C)/C=C/C(O)(c1ccccc1)c1ccccc1 | -13% | -1% | -7% | 0% | 5% | ? | -6% | 2% | 5% | -8 | -23%
24 | CC1=NN(c2ccccc2)C(=O)C1c1ccccc1 (configuration not stated) | 1% | -2% | 0%[46.1 µM] | 1% | -10% | 6% | -1% | 4% | -12% | 3 | 3%
25 | CSc1nc2ccc(S(=O)(=O)N3CCCCC3)cc2s1 | -5% | -4% | -7% | -4% | 10% | ? | 0% | 0% | -2% | 0 | 2%
26 | CCCc1nnc(NC(=O)c2ccc(N3C(=O)C4C5C=CC(C5)C4C3=O)cc2)s1 (configuration not stated) | -21% | -5% | 0% | 2% | 3% | 2% | 5% | 0% | 0% | 3 | /
27 | O=C(Nc1ccccn1)[C@@H]1CCC(=O)N1C(=O)OCc1ccccc1 | 16% | -3% | 0% | 0% | 2% | -1% | 0% | -8% | 7% | 6 | -11%
28 | CCOc1cc(C(=S)N2CCOCC2)ccc1OC(=O)c1cccc(C)c1 | 13% | -1% | / | -3% | ? | -9% | -5% | -5% | -6% | -6 | 4%
29 | Cn1c(CN2CCN(C(=O)c3ccc(F)cc3)CC2)nc2cc([N+](=O)[O-])ccc21 | -30% | -1% | -1%[46.1 µM] | 2% | ? | 3% | -10% | -2% | 1% | -10 | 4%
30 | COC(=O)CCCC1=CC2=CC(=O)C(C)(OC(=O)c3cccs3)C(=O)C2=CN1CC1CC1 (configuration not stated) | 0% | -4% | 14% | 3% | 7% | 7% | -9% | 0% | -1% | 13 | 16%
31 | Cc1cc2cc(CN3C(=O)c4ccccc4C3=O)ccc2[nH]1 | 27% | -4% | -2% | 0% | 14% | ? | -4% | 0% | -6% | 8 | -8%
32 | O=C(Nc1ccccc1)c1ccc(-n2cnnn2)cc1 | 18% | -10% | -2% | 1% | ? | ? | 0% | -10% | -4% | 27 | -7%
33 | Cc1sc(NC(=O)Nc2ccccc2)c(C(N)=O)c1C | 37% | 1% | -2% | -17% | ? | ? | 6% | 11% | 2% | 1 | -6%
34 | COCC(=O)Nc1ccc(Nc2ccccc2)cc1 | 15% | -9% | 6% | -11% | 23% | -10% | 3% | 5% | 18% | -1 | -4%
35 | COc1ccccc1OCC(=O)NNC(=O)C1CCN(c2ncnc3sc(C)c(C)c23)CC1 | -35%[inhibitor] | -3% | / | 2% | ? | 2% | -4% | 3% | -2% | 5 | 18%
36 | Cc1cccc(NCC(=O)N/N=C\c2ccc[nH]2)c1 | -32% | -4% | -4% | -28% | 17% | ? | -4% | -3% | 2% | 7 | -7%
